# High-throughput results as filed in PubChem BioAssay.
# HIF act: HIF pathway transcriptional activators, primary screen, cell-based, U2OS HRE-luciferase, luminescence. AID 1910, 2009. U2OS HRE-luciferase reporter; normalized: DMSO 0%, desferrioxamine 100%. activation, % at 7.5 µM (by protocol). actives 0.32% (n = 300,000);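 active = mean activation of at least 10% of the iron chelator positive control signal, with at least half of replicates also reaching 10%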
# TRPC6 act: mouse TRPC6 channel activators, primary screen, cell-based, HEK293, membrane potential dye | B-score at 10 µM | actives 0.13% (n = 310,000) | HEK293-TRPC6 membrane potential dye fluorescence; active compounds read high | Short transient receptor potential channel 6 (Mus musculus), Q61143 | AID 2550, 2010;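 active = B-score of the integrated fluorescence ratio above library mean plus 3 SD, and starting fluorescence ratio within library mean plus 5 SD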;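 also: higher score means more depolarization so channel activation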
# TRPC4 potent: positive allosteric modulators of TRPC4, primary screen, cell-based, mouse TRPC4beta, HEK293 mu-opioid, Fluo-4 calcium; DAMGO EC20, Fluo-4 Ca2+ flux; active compounds read high; Short transient receptor potential channel 4 (Mus musculus), Q9QUQ5; B-score at 10 µM; AID 2227, 2009; actives 0.42% (n = 310,000);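 active = B-score of calcium response area above 5 SD of library B-scores, with initial fluorescence ratio within 5 SD of library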;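 also: B-score of integrated fluorescence ratio over time as area under calcium response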
# Target sequence (Q9QUQ5 whole entry, looked up): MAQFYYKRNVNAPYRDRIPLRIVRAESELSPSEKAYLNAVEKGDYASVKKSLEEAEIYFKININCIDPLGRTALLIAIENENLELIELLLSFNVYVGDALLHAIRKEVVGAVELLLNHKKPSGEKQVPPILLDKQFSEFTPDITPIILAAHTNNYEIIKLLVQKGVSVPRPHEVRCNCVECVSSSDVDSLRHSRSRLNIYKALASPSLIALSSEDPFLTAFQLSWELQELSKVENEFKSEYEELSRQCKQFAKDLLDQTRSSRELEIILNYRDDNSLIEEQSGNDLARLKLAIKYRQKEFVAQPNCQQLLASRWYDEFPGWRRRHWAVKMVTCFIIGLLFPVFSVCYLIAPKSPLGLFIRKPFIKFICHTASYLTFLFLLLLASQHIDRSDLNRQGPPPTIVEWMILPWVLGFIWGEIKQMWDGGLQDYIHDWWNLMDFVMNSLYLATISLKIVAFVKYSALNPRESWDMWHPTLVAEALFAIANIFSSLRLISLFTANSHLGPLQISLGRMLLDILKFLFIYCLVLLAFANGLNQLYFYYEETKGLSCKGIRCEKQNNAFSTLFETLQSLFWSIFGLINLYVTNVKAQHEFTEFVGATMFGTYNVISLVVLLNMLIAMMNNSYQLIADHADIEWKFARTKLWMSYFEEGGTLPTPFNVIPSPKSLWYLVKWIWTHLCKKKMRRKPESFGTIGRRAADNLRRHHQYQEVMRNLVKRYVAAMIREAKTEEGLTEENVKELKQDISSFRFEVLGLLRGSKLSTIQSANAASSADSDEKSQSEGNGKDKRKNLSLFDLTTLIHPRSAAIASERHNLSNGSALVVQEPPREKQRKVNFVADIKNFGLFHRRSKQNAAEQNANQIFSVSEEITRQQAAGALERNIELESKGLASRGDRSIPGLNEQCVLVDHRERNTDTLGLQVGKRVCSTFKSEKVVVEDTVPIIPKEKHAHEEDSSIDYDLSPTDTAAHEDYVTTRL
# TRPC6 inhibitor: mouse TRPC6 channel inhibitors, primary screen, cell-based, HEK293, membrane potential dye. Short transient receptor potential channel 6 (Mus musculus), Q61143. ACh-evoked depolarization; active compounds read low. B-score at 10 µM. actives 1.1% (n = 310,000). AID 2553, 2010;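 active = B-score under library mean minus 3 SD, initial fluorescence not abnormally high, positive integrated signal ratio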;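 also: B-score derived from integrated fluorescence ratio over the kinetic read; more negative B-score means stronger inhibition of depolarization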
# MrgX1 antagonist: antagonists of human MrgX1 receptor, primary screen, HEK293 cells, Fluo-4 calcium flux; Mas-related G-protein coupled receptor member X1 (Homo sapiens), Q96LB2; BAM8-22 antagonism; active compounds read low; actives 1.3% (n = 310,000); AID 588676, 2011; B-score at 10 µM;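 active = calcium-response B-score plate-corrected more than 3 library SD below zero, starting fluorescence within 5 deviations, no agonist response on first addition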;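 also: peak minus trough fluorescence over baseline after final BAM8-22 challenge near maximal dose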
# MrgX1 agonist: agonists of human MrgX1 receptor, primary screen, HEK293 cells, Fluo-4 calcium flux | Mas-related G-protein coupled receptor member X1 (Homo sapiens), Q96LB2 | AID 588627, 2011 | B-score at 10 µM | Fluo-4 calcium fluorescence, agonist mode; active compounds read high | actives 0.44% (n = 310,000);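 active = calcium response B-score plate-corrected fluorescence ratio at least 3 library SD, with starting fluorescence B-score inside 5 SD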
#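 times = overnight plating, then 30 min 37 °C plus 30 min room-temperature dye loading | assay system = stable human MrgX1 HEK293 cell line | input = fifteen thousand cells per well | signal = kinetic calcium dye fluorescence, Fluo-4 NW | dosing = compound delivered in addition one of three | read-out = B-scored fluorescence response ratio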
# TRPC4 block: inhibitors of mouse TRPC4 channel, primary screen, Fluo4 calcium, HEK293 TRPC4beta/mu-opioid cells | DAMGO-evoked Fluo4 calcium flux; active compounds read low | Short transient receptor potential channel 4 (Mus musculus), Q9QUQ5 | actives 0.39% (n = 300,000) | AID 2247, 2010 | B-score at 10 µM;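 active = B-score over 3 SD under the library average, no early fluorescence shift, positive overall ratio signal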
#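 System: stable TRPC4beta/mu-opioid receptor HEK293 cells; Dosing: single-point compound dosing; Measured by: Fluo4 Ca2+ flux fluorescence; Read-out basis: per-well B score of integrated baseline-normalized Fluo4 ratio.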
# MrgX1 allo act: positive allosteric modulators of MrgX1, primary screen, HEK293 cells, Fluo-4 calcium flux. B-score at 10 µM. actives 0.63% (n = 310,000). FDSS; active compounds read high. Mas-related G-protein coupled receptor member X1 (Homo sapiens), Q96LB2;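 active = plate-corrected calcium response at least 3 library SD above typical, normal starting fluorescence, not activating the receptor alone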;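 also: compound read alongside a low EC10 to EC30 dose of BAM8-22 agonist; peak minus trough fluorescence over baseline measured at the second addition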
# TRPC4 act: activators of mouse TRPC4 channel, primary screen, Fluo4 calcium, HEK293 TRPC4beta/mu-opioid cells | Fluo4 calcium fluorescence; active compounds read high | AID 2237, 2010 | Short transient receptor potential channel 4 (Mus musculus), Q9QUQ5 | B-score at 10 µM | actives 0.49% (n = 310,000);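 active = B-score above 5 SD of library B-scores, and initial fluorescence ratio not above library mean plus 5 SD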;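 also: positive B-score marks a calcium rise read as TRPC4 activation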
#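 Material: TRPC4beta and mu-opioid receptor HEK293 stable cells | Incubation: 45 min room-temperature Fluo4 loading, 110 s read | Detection: Kinetic Fluo4 calcium fluorescence | Measure: Integrated baseline-normalised fluorescence ratio, converted to per-well B score | Benchmarks: Low control buffer alone, high control maximal DAMGO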
# AI-2 QS modul: Vibrio harveyi AI-2 quorum sensing modulators, primary screen, JMH597 strain, luminescence/OD600 ratio; Vibrio harveyi JMH597 AI-2 luminescence/OD600 ratio, 9 h; active compounds read low; strain lacks LuxN and CqsS sensors; 0 = neutral-control median; activity change, % at 7.5 µM; actives 0.4% (n = 300,000); in the data active = activity change below about -75%, passing the limit was not always enough;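 also: luminescence divided by OD600 gain over 9 h not by final OD600 alone; inactives centre near 13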
# PolyA inh: polyadenylation inhibitors in yeast reporter cells, primary screen, luminescence, S. cerevisiae. AID 1875, 2009. actives 0.02% (n = 300,000). calls only at 12 µM. S. cerevisiae SKY197-pL101 polyadenylation reporter, beta-gal luminescence; efflux-impaired pdr1/pdr3 knockout yeast; score 100 = 6 SD above DMSO;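 active = lowest replicate activity score at least 50, where 100 means six control SD above control mean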;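 also: yeast exposed to compound for 9 h at 30 °C; higher score means more reporter readthrough which indicates perturbed polyadenylation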
# * = called active by the depositor; i = inactive; . = no result given. Not all compounds are listed. The share of hits here may be higher or lower than overall.
SMILES,HIF act,TRPC6 act,TRPC4 potent,TRPC6 inhibitor,MrgX1 antagonist,MrgX1 agonist,TRPC4 block,MrgX1 allo act,TRPC4 act,AI-2 QS modul,PolyA inh
O=C(NCc1ccccc1)c1cc2nc(C3CC3)cc(C(F)(F)F)n2n1,-0.1,i,i,i,i,i,i,i,i,8,i
Cc1noc(C)c1-c1nc(CS(=O)(=O)c2ccc(F)cc2)no1,-0.3,i,i,i,i,i,i,i,i,-8,i
COc1ccc(NS(=O)(=O)c2ccc(NC(=S)NC(=O)C(C)C)cc2)cc1,-0.3,i,i,i,i,i,i,i,i,13,i
COc1ccc(OC)c(NC(=O)N2CCc3ccccc3C2)c1,-0.1,i,i,i,i,i,i,i,i,19,i
CC(=O)Nc1ccc(S(=O)(=O)N2CCN(C3CCCCCCC3)CC2)cc1,-0.1,i,i,i,i,i,i,i,i,26,i
CC1CCCN(c2ccc(C(=O)Nc3cccnc3)cc2[N+](=O)[O-])C1 (stereo unspecified),2.6,i,i,i,i,i,i,i,i,13,i
Cc1nc(NC(C)C)c2oc3ccccc3c2n1,0.2,i,i,i,i,i,i,i,i,12,i
NC1=NC(=O)/C(=C\c2cc([N+](=O)[O-])ccc2Cl)S1,0.0,i,i,i,i,i,i,i,i,8,i
Cc1ccc(C(=O)OCc2nnc(-c3ccccc3)o2)o1,0.8,i,i,i,i,i,i,i,i,32,i
Oc1ccc(N2CCN(c3ncnc4sc(-c5ccccc5)cc34)CC2)cc1,0.9,i,i,i,.,.,i,.,i,8,i
CN1CCCC1CCNc1ccc2c(=O)c3ccccc3oc2c1 (stereo unspecified),4.7,i,i,-9.5*,i,i,i,i,i,4,i
O=C(NCCN1C(=O)S/C(=C\c2ccc(Cl)c(Cl)c2)C1=O)C1COc2ccccc2O1 (stereo unspecified),0.4,i,i,i,i,i,i,i,i,8,i
NC(=O)CC(NC(=O)c1ccccc1)c1ccc(N2CCC(N3CCCC3)CC2)c([N+](=O)[O-])c1 (stereo unspecified),1.4,i,i,i,i,i,i,i,i,35,i
O=C(Cn1c(C(F)(F)F)nc2ccccc21)c1ccc(F)cc1,0.2,i,i,i,i,i,i,i,i,18,i
COc1ccc(-c2nn(C)c(=O)c3ccccc23)cc1NC(=O)Cn1nc(C)c2ccccc2c1=O,0.0,i,i,i,i,i,i,i,i,24,i
CCOC(=O)c1cc(-c2ccc(F)cc2)n(CC(=O)NCc2cccnc2)c1C,0.0,i,i,i,i,i,i,i,i,1,i
CC(C)OCCCn1c(=O)c2ccccc2n2c(CCC(=O)O)nnc12,0.3,i,i,i,i,i,i,i,i,19,i
O=C1c2ccccc2C(=O)N1Cc1cc(-c2ccc(Cl)cc2)no1,-0.4,i,i,i,i,i,i,i,i,-22,i
CCOc1ccc(-c2nnn(CC(=O)NCc3ccc(OC)cc3)n2)cc1OCC,0.1,i,i,i,i,i,i,i,i,13,i
CCSc1nnc(NC(=O)CCc2ccc(OC)cc2)s1,-0.1,i,i,i,i,i,i,i,i,27,i
S=C1NC2=C(CCCC2=C2SCCS2)C(c2ccccc2)N1 (stereo unspecified),69*,i,i,i,i,i,i,i,i,38,i
COCCNC(=O)C(c1ccc(C)o1)N(Cc1ccc(OC)cc1)C(=O)Cn1nnc2ccccc21 (stereo unspecified),-1.2,i,i,i,i,i,i,i,i,0,i
Cc1ccc(-n2ncc3c(Nc4cccc(C(=O)O)c4)ncnc32)cc1,2.0,i,i,i,i,i,i,i,i,24,i
O=c1c2ccccc2oc2ccc(Oc3ccccc3)cc12,3.0,i,i,i,i,i,.,i,i,-68,i
COc1ccc(-c2csc(N)n2)cc1,1.7,i,i,i,i,i,i,i,i,2,i
Brc1ccc(-c2csc(N/N=C/c3ccc4c(c3)OCO4)n2)cc1,1.9,i,i,i,i,i,i,i,i,28,i
COc1ccc(CCN2C(=O)NC(NC(C)=O)(C(F)(F)F)C2=O)cc1OC (stereo unspecified),0.1,i,i,i,i,i,i,i,i,20,i
Cc1ccc(C(C)C)c(OCCn2ccnc2C)c1,-0.1,i,i,i,i,i,i,i,i,15,i
COC(=O)C1CCN(C(=O)COC(=O)CSc2ccc(C(N)=O)cc2[N+](=O)[O-])CC1,-0.3,i,i,i,-6.4*,i,i,i,i,16,i
O=C(c1ccc(Cl)cc1)N1CCN(c2cc(=O)[nH]nc2-c2ccccc2)CC1,-0.3,i,i,i,i,i,i,i,i,12,i
CN(C)S(=O)(=O)c1ccc(Cl)c(NC(=O)CN2CCC(Cc3ccccc3)CC2)c1,-0.5,i,i,i,i,i,i,i,i,17,i
OCc1ccccc1CNCc1ccccc1,.,i,i,i,i,i,i,i,i,24,i
CCNc1nc(Oc2ccc(C#N)cc2)cc(C(F)(F)F)n1,-0.6,i,i,i,i,i,i,i,i,7,i
Fc1ccccc1NC(=S)N(CCN1CCCCCC1)Cc1cccs1,0.2,i,i,i,i,i,i,i,i,27,i
Cc1ccccc1N1CC(C(=O)Nc2nnc(SCCN3CCOCC3)s2)CC1=O (stereo unspecified),0.1,i,i,i,i,i,i,i,i,3,i
CCOC(=O)Cn1c(CCC(=O)O)ccc1-c1ccc(F)cc1,0.3,i,i,i,i,45*,i,i,i,25,i
Cc1cc(C)c(NC(=O)CSc2nnnn2-c2cccnc2)c(C)c1,0.7,i,i,i,i,i,i,i,i,14,i
NC(=O)COc1ccc(/C=N\NC(=O)CC(=O)NCCc2ccccc2)cc1,-0.4,i,i,i,i,i,i,i,i,8,i
NC(=O)C(F)(F)C12OC3C4C5CC(C6C5C3C61)C42 (stereo unspecified),-0.2,i,i,i,i,i,i,i,i,5,i
CC(=O)Nc1ccc(S(=O)(=O)NCC2CCC(C(=O)NC(C)c3ccc4c(c3)OCCO4)CC2)cc1 (stereo unspecified),0.7,i,i,i,i,i,i,i,i,8,i
Cc1ccc(C=Nc2ccccc2C(N)=O)o1,5.4,i,i,i,i,i,i,i,i,11,i
Nc1cccc(-c2nnc3n2CCCCC3)c1,-0.5,i,i,i,i,i,i,i,i,16,i
CCOC(=O)Cn1c(-c2cccnc2Cl)nc2cc(Cl)c(Cl)cc21,-0.4,i,i,i,i,i,i,i,i,9,i
COC(=O)c1c(-c2c(Cl)cccc2Cl)noc1C(=O)NNC(=O)N(C)C,-0.2,i,i,i,i,i,i,i,i,19,i
Cc1ccc(S(=O)(=O)N/N=C/c2c(F)cccc2Cl)cc1,0.5,i,i,i,i,i,i,i,i,40,i
O=C(CN1C(=O)c2cccnc2Oc2ccc(Cl)cc21)NCCCc1ccccc1,0.5,i,i,i,i,i,i,i,i,-10,i
CCC(C)N1CCN(S(=O)(=O)Cc2ccccc2)CC1 (stereo unspecified),0.2,i,i,i,i,i,i,i,i,7,i
COc1ccc(/C=N/NC(=S)Nc2cccc(C(=O)O)c2)cc1OC,-0.2,i,i,i,i,i,i,i,i,37,i
CN1CCN(C(=O)c2ccc(CSc3nc4ccncc4n3Cc3ccc(F)cc3)cc2)CC1,0.2,i,i,i,i,i,i,i,i,20,i
CC(NC(=O)CCl)c1ccc(Cl)c(Cl)c1 (stereo unspecified),-2.0,i,i,i,i,i,i,i,i,25,i
# Next entries:
SMILES,HIF act,TRPC6 act,TRPC4 potent,TRPC6 inhibitor,MrgX1 antagonist,MrgX1 agonist,TRPC4 block,MrgX1 allo act,TRPC4 act,AI-2 QS modul,PolyA inh
N/C(=N\OC(=O)c1ccco1)c1ccccn1,1.6,i,i,i,i,i,i,i,i,14,i
Cn1c(=O)cc(N2CCOCC2)[nH]c1=O,-0.2,i,i,i,i,i,i,i,i,22,i
CCc1nc(N2CCN(C(=O)c3ccco3)CC2)c2c3c(sc2n1)CCCC3,499*,i,i,i,i,i,i,i,i,53,i
CCCCNC(=O)CNC(=O)c1nn(-c2ccc(OC)cc2OC)c(=O)c2ccccc12,-1.7,i,i,i,i,i,i,i,i,6,i
COc1ccc(Oc2nc(C(F)(F)F)nc3ccccc23)cc1,1.2,i,i,i,i,i,i,i,i,-5,i
O=C(O)c1ccc(N2C(=O)c3[nH]nc(-c4ccccc4)c3C2c2ccccc2)cc1 (stereo unspecified),0.5,i,i,i,i,i,i,i,i,11,i
O=C(/C=C/c1ccccc1)Nc1ccc(N2CCCCC2)cc1,1.9,i,i,i,i,i,i,i,i,15,i
Cc1cc(NC(=O)CN2CCN(C)CC2)no1,0.5,i,i,i,i,i,.,i,i,1,i
O=C(/C=C/c1ccc2c(c1)OCO2)N1CCN(c2n[nH]c(=O)[nH]c2=O)CC1,0.2,i,i,i,i,i,i,i,i,6,i
COCc1cc(C)nc2sc(C(=O)Nc3ccccc3OC)c(N)c12,-0.5,i,i,i,i,i,i,i,i,.,i
CC1CCc2nc(N)c(C#N)c(-c3cccnc3)c2C1 (stereo unspecified),2.4,i,i,i,i,i,i,i,i,27,i
CC1(C)CC(=O)C(C=NCCN2CCN(C(=O)CCl)CC2)=C(O)C1,-0.5,i,34*,i,i,i,i,i,i,9,i
CCc1ccc(CN(C(=O)COc2c(C)cccc2C)C2CCS(=O)(=O)C2)cc1 (stereo unspecified),-0.1,i,i,i,i,i,i,i,i,18,i
